procasp3 activ: activators of human procaspase-3 D3A mutant, primary screen, biochemical, absorbance, PC-3 D3A mutant, single concentration. AID 463141, 2010. recombinant procaspase-3 D3A, Ac-DEVD-pNA absorbance 405 nm. activation, % at 8.5 µM. actives 0.11% (n = 330,000). Caspase-3 (Homo sapiens), P42574;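 active = activation above the mean of all tested compounds plus 3 SD, cut at about 21% in these data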;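 also: 0% = DMSO alone and 100% = DMSO wells spiked with extra 5 µM PC-3 D3A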
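Assay system – Procaspase-3 D3A mutant · Benchmarks – DMSO low control, extra-enzyme high control · Technique – 405 nm absorbance of p-nitroaniline, reads at 0 and 120 min · Doses – 8.5 µM nominal · Measure – % activation between DMSO and enzyme-spiked controls · Also added – Ac-DEVD-pNA chromogenic peptide substrate · Schedule – 1 h compound preincubation, 2 h substrate hydrolysis at 25 °C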
Fh CTSL1 inh: Fasciola hepatica cathepsin L1 inhibitors, primary screen, counter-screen for PFM18AAP inhibitor project, biochemical, QFRET, fluorogenic peptide substrate | inhibition, % at 5.96 µM | AID 1906, 2009 | recombinant F. hepatica cathepsin L1, Z-Leu-Arg-MCA fluorescence | actives 0.49% (n = 300,000);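 active = inhibition above the mean of all tested compounds plus 3 SD, set per screening campaign, cut at about 17% in these data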;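 also: 0% = plate median of test compound wells and 100% = 1 µM Z-Phe-Ala-diazomethylketone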
proCasp7 act: procaspase-7 activators, primary screen, counter-screen for procaspase-3 activator project, biochemical, absorbance, HTS, human; Caspase-7 (Homo sapiens), P55210; recombinant procaspase-7, Ac-DEVD-pNA absorbance 405 nm; D23A/D198A/D206A triple mutant, cannot self-cleave; scale: DMSO 0, 5 µM enzyme 100; activation, % at 8.5 µM; actives 0.093% (n = 330,000); AID 463210, 2010;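 active = percent activation above the screen-wide mean plus 3 SD, cut at about 25% in these data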
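Detection: p-Nitroaniline absorbance at 405 nm, read at 0 and 120 min; system: Uncleavable procaspase-7 mutant enzyme; evaluation: % activation from two-timepoint absorbance difference, scaled to controls; times: 1 h enzyme–compound preincubation and 2 h substrate reaction, both 25 °C; buffer or medium: Zinc-free HEPES pH 7.4 with 300 mM NaCl, 0.01% Triton X-100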
VLA-4 inh: inhibition in human VLA-4 binding assay, primary screen, VLA-4 allosteric modulator project, MLPCN library, flow cytometry, VLA-4 expressing cells. Integrin alpha-4 (Homo sapiens), P13612. ligand binding flow cytometry. inhibition, % (about 7 µM as worked out from the volumes in the protocol). actives 0.2% (n = 330,000). AID 2557, 2010; in the data active = inhibition above about 50%
GRK2 aptamer HTS: compounds blocking aptamer binding on GRK2 – biochemical, human GRK2, bead flow cytometry, HTS, primary screen; FAM-aptamer displacement from GRK2; actives 0.59% (n = 330,000); inhibition of aptamer binding, % at 10 µM; Beta-adrenergic receptor kinase 1 (Homo sapiens), P25098;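 active = inhibition of aptamer binding above 40%, roughly 3 SD of noise, on plates passing a quality check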;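 also: median bead fluorescence of bound FAM aptamer so fluorescent compounds give negative values; no value below 0 was filed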
Target sequence (P25098 whole entry, looked up): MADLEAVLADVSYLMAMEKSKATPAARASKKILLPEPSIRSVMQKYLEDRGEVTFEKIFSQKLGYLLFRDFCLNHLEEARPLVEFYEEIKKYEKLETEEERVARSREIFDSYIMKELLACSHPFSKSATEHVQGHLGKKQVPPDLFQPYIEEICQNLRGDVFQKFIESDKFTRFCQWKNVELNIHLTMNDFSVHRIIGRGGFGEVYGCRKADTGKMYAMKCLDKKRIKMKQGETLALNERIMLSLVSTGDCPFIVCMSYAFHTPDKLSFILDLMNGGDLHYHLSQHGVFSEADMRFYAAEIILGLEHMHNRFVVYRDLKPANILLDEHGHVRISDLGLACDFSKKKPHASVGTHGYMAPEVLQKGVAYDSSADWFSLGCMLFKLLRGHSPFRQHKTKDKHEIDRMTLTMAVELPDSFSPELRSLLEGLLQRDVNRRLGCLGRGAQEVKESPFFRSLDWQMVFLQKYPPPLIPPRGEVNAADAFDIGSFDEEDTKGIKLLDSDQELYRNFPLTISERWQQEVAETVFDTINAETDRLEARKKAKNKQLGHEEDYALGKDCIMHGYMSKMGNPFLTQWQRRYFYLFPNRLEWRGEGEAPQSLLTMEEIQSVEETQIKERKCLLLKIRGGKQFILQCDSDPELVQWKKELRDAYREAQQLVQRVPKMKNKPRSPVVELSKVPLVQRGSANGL
PP1 counter: PP1-alpha phosphatase inhibitors, primary screen, counter-screen for PP5 inhibitor project, biochemical, fluorescence, OMFP substrate, single point | actives 0.9% (n = 320,000) | purified PP1alpha | AID 2235, 2010 | inhibition, % at 6.7 µM;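 active = inhibition above the mean inhibition of all tested compounds plus 3 SD, computed separately for each screening campaign, cut at about 15% in these data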
Target sequence (P62136 whole entry, looked up): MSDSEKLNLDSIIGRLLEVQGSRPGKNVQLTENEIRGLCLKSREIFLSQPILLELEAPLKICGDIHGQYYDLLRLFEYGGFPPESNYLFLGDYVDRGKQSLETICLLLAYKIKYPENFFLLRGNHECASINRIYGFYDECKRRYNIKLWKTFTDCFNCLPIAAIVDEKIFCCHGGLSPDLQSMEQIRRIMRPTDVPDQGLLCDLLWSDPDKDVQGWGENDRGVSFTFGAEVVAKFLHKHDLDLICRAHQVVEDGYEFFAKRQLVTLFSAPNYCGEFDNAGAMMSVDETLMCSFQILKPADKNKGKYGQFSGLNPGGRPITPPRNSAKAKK
PP5 primary: PP5 phosphatase inhibitors, primary screen, biochemical, fluorescence; purified PP5c, OMFP substrate fluorescence; AID 1987, 2009; actives 0.18% (n = 320,000); Serine/threonine-protein phosphatase 5 (Homo sapiens), P53041; inhibition, % at 6.7 µM;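 active = inhibition above the campaign's mean inhibition across all tested compounds plus 3 SD, cut at about 9.5% in these data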;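 also: 0% = DMSO only and 100% = 100 µM cantharidin control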
JMJD2C inh: inhibitors of GASC-1 histone demethylase, primary screen, biochemical, fluorescence, DELFIA europium | Lysine-specific demethylase 4C (Homo sapiens), Q9H3R0 | GST-JMJD2C(1-420) H3K9me3 demethylation | inhibition, % at 2.35 µM | actives 0.069% (n = 330,000);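 active = more than half of a compound's replicate wells show inhibition beyond 50%, single wells judged on their own value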;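 also: signal counts dimethyl H3K9 product captured on neutravidin plate; 0% = median of DMSO wells and 100% = 0.3 times that DMSO median; strong numbers were not always called active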
HCV core dimer: inhibitors of HCV core protein dimerization, primary screen, biochemical, TR-FRET, high-throughput; inhibition, % at 5 µM; actives 0.33% (n = 300,000); TR-FRET GST/Flag-core106 dimerization, 1536-well;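 active = inhibition above the mean of all tested compounds plus 3 SD, set per screening campaign, cut at about 45% in these data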
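test system = GST/Flag-tagged HCV core106 proteins | probe or stimulus = Eu donor and XL665 acceptor anti-tag antibodies | times = compound-protein-antibody incubation 4 h at 22.5 °C | signal = TR-FRET, excitation 340 nm, emission 617 and 671 nm | measure = percent inhibition of core106 dimerization signal | controls = wells lacking GST-core106 and wells with excess unlabelled core106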
Numbers without * were called inactive; i = inactive; / = not tested or not shown.

SMILES	procasp3 activ	Fh CTSL1 inh	proCasp7 act	VLA-4 inh	GRK2 aptamer HTS	PP1 counter	PP5 primary	JMJD2C inh	HCV core dimer
COc1ccc(CC(=O)NC(C)c2ccc(S(N)(=O)=O)cc2)cc1S(=O)(=O)N1CCOCC1 (stereo not given)	-5.9	-0.1	-6.2	3.9	0.0	-0.9	0.2	-2.5	-3.1
O=[N+]([O-])c1cccc2c(S(=O)(=O)N3CCOCC3)cccc12	-2.4	-1.4	0.9	-3.6	89.0*	-7.5	3.7	11.7	-11.6
Cc1ccc(N(CC(=O)NCc2ccco2)C(=O)CCC(=O)Nc2nccs2)cc1C	-1.9	0.1	1.6	6.0	3.0	3.6	3.1	6.6	-4.6
Cc1ccc(CNS(=O)(=O)c2ccc3c(c2)CCN3C(=O)CCCC(=O)O)cc1	7.7	-3.9	3.3	2.5	2.0	2.1	-0.7	4.6	3.0
Cc1ccc(C2=NNC3(CCOC(C)(C)C3)S2)cc1 (stereo not given)	0.2	-1.2	-2.0	14.6	2.0	0.2	1.3	2.7	6.9
C#CCNC(=O)C1=C[C@H](c2ccccc2)[C@@H](CCCO)[C@H](OCC)O1	1.6	0.6	15.4	7.6	0.0	-2.5	2.8	-9.1	-15.1
CCOC(=O)c1c(C)[nH]c(C2=NNC(=Nc3cccc(Cl)c3)SC2)c1C	-1.6	-3.9	-5.2	8.8	0.0	2.0	0.2	-16.8	2.2
CC(=O)c1cccc(N(CC(=O)Nc2ccc(F)cc2F)S(C)(=O)=O)c1	11.4	1.9	-4.2	4.1	1.0	-1.9	0.5	-6.4	0.3
CCOc1ccc(C(=O)Nc2nc3ccccc3[nH]2)cc1OCC	7.8	1.8	3.1	-10.0	2.0	-3.3	0.2	-0.4	1.0
CCCCCCCCC(=O)NCCOc1ccc(OC)cc1	0.4	1.6	2.1	11.0	0.0	-1.3	-0.9	-2.4	3.5
CC(=O)c1ccc(OCC(=O)OCC(=O)NCc2ccco2)cc1	8.0	/	5.8	6.4	0.0	-3.3	1.3	-5.2	/
Cc1ccc(OCC(=O)N2CCN(c3nnc(-c4ccc(C)cc4)c4ccccc34)CC2)cc1	4.2	1.3	-3.0	-12.2	4.0	7.2	6.4	1.2	9.5
O=C(Nc1ccc2nn(-c3ccccc3)nc2c1)c1cccnc1	4.7	-0.8	3.2	11.2	2.0	0.8	2.8	7.6	-4.7
COc1ccc(CCNc2cc(C)nc3c(-c4ccccc4)cnn23)cc1OC	-2.1	1.7	7.1	14.8	2.0	1.0	3.8	-5.2	-5.1
O=C1CCCC(O)=C1N=Nc1ccc(Cl)c(Cl)c1	4.9	2.9	1.9	3.1	1.0	-1.2	1.3	1.4	3.8
Cc1cc(C)cc(N(C(=O)CNC(=O)c2ccco2)C(C(=O)NC2CCCC2)c2ccncc2)c1 (stereo not given)	-9.0	7.7	-4.5	4.6	3.0	-4.2	-5.0	-19.1	-15.4
COC(=O)CCN(C)CCC(=O)OC	3.1	-2.0	10.6	3.0	0.0	0.6	0.2	-1.7	-2.1
CCc1nnc(NS(=O)(=O)c2ccc(NC(=O)c3cccc(Cl)c3)cc2)s1	-1.4	-1.5	-1.5	4.3	0.0	6.1	2.1	2.1	10.6
CCOc1ccc(NC(=O)CN(C)C(=O)CC2CC3CCC2C3)cc1OCC (stereo not given)	0.9	0.5	4.8	-7.2	0.0	-2.2	-1.1	7.7	-1.3
COc1ccc(NC(=O)c2cccnc2)cc1OCC(C)C	4.1	1.9	-7.9	-8.1	0.0	-1.8	-5.0	10.0	-5.1
Cn1c(N2CCOCC2)c(C#N)c2ccccc21	3.6	2.6	10.4	9.0	0.0	1.2	0.0	1.8	2.2
C[C@H](NC(=O)OC(C)(C)C)c1nnc(SCC(=O)Nc2cccc(Cl)c2)o1	2.6	0.9	4.5	6.1	0.0	-7.1	0.1	1.5	-1.2
COC(=O)c1[nH]c(=O)c2ccccc2c1O	-3.3	2.5	-14.2	-12.1	0.0	-2.0	1.9	-2.3	-10.0
CC(C)=CC(=O)Nc1cccc(S(=O)(=O)NC2=NCCCCC2)c1	5.3	/	9.7	-1.3	2.0	/	/	5.6	/
O=C(c1ccco1)n1c(=S)nc2ccccn21	-2.6	0.9	1.1	8.7	2.0	-5.0	8.5	4.8	3.6
CCC(C(=O)NCCCN1CCN(C)CC1)n1nc(C)n2c(cc3occc32)c1=O (stereo not given)	7.5	0.2	5.0	7.5	0.0	-3.7	1.6	-14.2	-8.3
COC(=O)CNC(=O)c1sc2ncn(CC(=O)Nc3ccc(C)c(Cl)c3)c(=O)c2c1C	1.0	4.3	6.5	8.9	1.0	5.1	3.3	-10.1	0.3
COc1cc(OC)c(C(=O)Nc2ncn[nH]2)cc1OC	1.3	0.7	14.4	-4.5	0.0	-1.7	-0.8	-1.5	3.1
Nc1nnc(CCCCCCCCCCc2nnc(N)s2)s1	-3.9	7.4	2.5	4.8	0.0	-7.0	1.1	0.8	-17.9
O=C(CS(=O)(=O)c1c[nH]c2ccccc12)N1CCCCCC1	0.7	-5.1	-8.5	-2.4	1.0	0.7	1.4	-30.2	9.6
O=C(NC1CCCCC1)C1CCCN(S(=O)(=O)c2ccc(F)cc2)C1 (stereo not given)	0.7	-0.6	10.8	0.4	0.0	1.5	0.2	-38.9	-11.4
O=S(=O)(Nc1c(O)ccc2ccccc12)c1cccc2ccccc12	-6.9	-1.4	-17.9	-29.5	0.0	0.2	4.7	-12.1	5.9
CN(c1ccc(F)cc1)S(=O)(=O)c1ccc(Cl)c(C(=O)OCC(=O)NC2CC2)c1	10.7	/	10.7	-11.6	1.0	/	/	-2.5	/
CCOc1cc(CNCc2ccccn2)ccc1OCC(=O)NC1CCCCC1	-1.9	-0.4	7.9	11.0	0.0	-1.8	3.5	-6.1	-2.0
Cc1nnc(NC(=O)CSc2nnc3scc(-c4ccc(C)c(C)c4)n23)s1	0.3	-1.0	-3.9	2.9	0.0	11.6	2.0	43.5	-3.6
Cc1ccc(C(=O)NCC(=O)Nc2ccc3c(c2)CCC3)cc1	9.2	/	4.6	0.0	3.0	/	/	11.7	/
CCn1c(CNc2ccc(Cl)cc2)nnc1SCc1ccccc1	2.4	4.7	-2.1	5.2	1.0	0.7	-0.6	6.0	2.1
COc1ccc(C(C)=O)cc1CSc1ccc(S(=O)(=O)N2CCOCC2)cn1	-4.1	/	5.7	4.9	0.0	2.8	2.8	22.9	/
CC(C)(C)NC(=O)COC(=O)Cc1ccc(Cl)cc1	5.7	2.4	-4.5	-16.2	0.0	-1.3	1.6	-5.9	2.4
c1ccc(-n2nnnc2SCc2cn3ccccc3n2)cc1	4.5	-1.6	-0.4	-0.7	0.0	-5.6	-2.0	-10.8	-4.0
Cc1cc(C(=O)CN2C(=O)NC3(CCCc4sccc43)C2=O)c(C)n1-c1ccccc1 (stereo not given)	-3.7	-1.9	11.6	-39.1	1.0	5.3	4.2	2.4	23.9
O=C(COc1ccc(F)cc1)Nc1nnc(-c2ccncc2)s1	-4.3	5.2	-3.2	-13.2	7.0	-2.2	0.3	-4.1	-1.2
Cc1ccc(-c2cnc3cc(C)nn3c2)cc1	-0.7	0.9	-2.5	2.4	0.0	-3.4	2.2	0.0	-2.9
COc1ccc2c(OC)cc(-c3ccccc3)nc2c1	5.5	1.2	12.8	18.1	0.0	-1.8	0.4	-13.9	5.6
COc1cc2c(cc1OC)C[N+](C)(C)CC2	-7.9	-2.8	-4.2	15.5	0.0	-2.5	5.3	-2.9	-4.7
Cc1cc(NC(=O)CCC(=O)N(c2ccccc2)C2(C(=O)NC3CCCCC3)CCCC2)no1	0.2	-2.9	-3.8	-9.9	7.0	2.6	-2.6	48.2	2.3
Cc1c(CNC2CCCC2)c(C(=O)O)c(C)n1Cc1ccccc1	-1.2	-2.6	14.0	12.7	1.0	2.2	1.4	7.6	-7.6
CC(=O)Nc1ccc(C(=O)/C=C/c2ccc[nH]2)cc1	-16.6	1.5	-11.7	3.4	4.0	0.3	-0.1	-2.0	-0.9
Cc1cc(C)cc(NC(=O)C(=O)NCc2ccccn2)c1	0.4	-1.9	19.2	0.0	2.0	-1.6	-1.4	-6.8	1.5
Cc1ccc(OCC(=O)NNC(=O)Cn2c(=O)cnc3ccccc32)cc1	4.0	-4.8	9.9	11.1	0.0	-5.8	0.9	-2.9	1.7
(listing goes on)
SMILES	procasp3 activ	Fh CTSL1 inh	proCasp7 act	VLA-4 inh	GRK2 aptamer HTS	PP1 counter	PP5 primary	JMJD2C inh	HCV core dimer
Cc1nn(CC(=O)N2CCOCC2)c(=O)c2c1sc1ccccc12	-1.1	0.9	2.8	9.8	0.0	-2.3	-4.3	-8.8	2.0
COc1ccc(N2CCOCC2)c(NC(=O)c2cc3ccccc3o2)c1	-0.2	-1.8	-7.4	2.0	0.0	1.7	0.9	-6.6	9.8
O=C(NCC1CC1)c1ccc2c3n(nc2c1)-c1ccc(Cl)cc1CO3	11.5	-0.2	4.1	34.0	4.0	0.1	0.4	-30.1	-8.6
Cc1oc(C(C)(C)C)cc1-c1cc(NC(=O)c2ccc([N+](=O)[O-])cc2)n[nH]1	-0.9	-11.0	9.1	5.5	1.0	0.9	1.2	4.7	2.3
O=S(=O)(Nc1ccc(Cl)cc1)c1cccc2cccnc12	-0.4	-12.3	-7.9	-1.6	10.0	6.4	4.2	i	-5.9

Source: PubChem BioAssay
